KLF5 inhibitor: inhibitors of KLF5 expression | inhibition, % at 5 µM | actives 0.23% (n = 290,000) | DLD-1 KLF5 promoter-luciferase reporter, luminescence;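 active = inhibition above a per-plate limit of that plate's mean compound inhibition plus 3 SD, cut at about 60% in these data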;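 note: 0% = DMSO wells and 100% = LY294002 at 200 µM; higher means less KLF5 promoter-driven luciferase light; inactives centre near -14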
TRPC4 agonist: activators of mouse TRPC4 channel; Q9QUQ5; HEK293 TRPC4beta/mu-opioid, Fluo4 calcium fluorescence; hits give high values; B-score at 10 µM; actives 0.49% (n = 310,000); AID 2237;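 active = B-score above 5 SD of library B-scores, and initial fluorescence ratio not above library mean plus 5 SD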;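 note: positive B-score marks a calcium rise read as TRPC4 activation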
Target sequence (Q9QUQ5 whole entry, looked up): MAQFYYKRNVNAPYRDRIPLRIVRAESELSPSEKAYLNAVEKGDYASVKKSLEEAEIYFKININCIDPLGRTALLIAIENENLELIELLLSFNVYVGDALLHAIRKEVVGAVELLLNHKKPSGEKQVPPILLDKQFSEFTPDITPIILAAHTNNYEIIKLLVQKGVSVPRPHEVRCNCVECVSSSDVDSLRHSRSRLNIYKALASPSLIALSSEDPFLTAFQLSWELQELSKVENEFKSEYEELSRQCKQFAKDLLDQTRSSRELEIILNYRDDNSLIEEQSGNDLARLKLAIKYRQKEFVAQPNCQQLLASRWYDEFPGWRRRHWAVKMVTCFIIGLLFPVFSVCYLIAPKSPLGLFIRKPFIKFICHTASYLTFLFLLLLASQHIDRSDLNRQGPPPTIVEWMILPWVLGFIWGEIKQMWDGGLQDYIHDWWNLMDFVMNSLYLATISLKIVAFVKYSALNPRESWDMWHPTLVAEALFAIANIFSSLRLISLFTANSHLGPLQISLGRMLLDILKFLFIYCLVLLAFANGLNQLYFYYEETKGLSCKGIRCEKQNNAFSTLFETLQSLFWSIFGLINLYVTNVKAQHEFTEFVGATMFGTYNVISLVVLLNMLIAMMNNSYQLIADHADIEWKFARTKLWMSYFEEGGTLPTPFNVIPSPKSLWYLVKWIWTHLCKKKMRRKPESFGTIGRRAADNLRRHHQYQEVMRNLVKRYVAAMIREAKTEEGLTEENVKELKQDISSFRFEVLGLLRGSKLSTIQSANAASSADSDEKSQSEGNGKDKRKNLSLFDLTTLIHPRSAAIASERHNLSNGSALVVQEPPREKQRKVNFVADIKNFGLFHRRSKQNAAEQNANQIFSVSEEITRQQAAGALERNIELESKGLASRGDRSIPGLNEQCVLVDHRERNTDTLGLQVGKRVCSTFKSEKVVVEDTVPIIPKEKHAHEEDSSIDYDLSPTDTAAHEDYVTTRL
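Incubation: 45 min room-temperature Fluo4 loading, 110 s read / System: HEK293 cells stably co-expressing mouse TRPC4beta and mu-opioid receptor / Signal: Fluo4 fluorescence, kinetic / Control set: buffer (low) and maximal DAMGO (high) / Measure: integrated baseline-normalised fluorescence ratio, converted to per-well B score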
IEC-6 cytotox: counter-screen for KLF5 inhibitors: cytotoxicity in IEC-6 cells. IEC-6 cytotoxicity, luminescence viability. inhibition, % at 5 µM. actives 0.78% (n = 290,000); in the data active = inhibition above about 22%;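 note: 0% = plate median of test compound wells and 100% = cytotoxic reference compound wells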
TRPC4 block: TRPC4 (mouse) channel inhibition; Q9QUQ5; HEK293 TRPC4beta/mu-opioid, DAMGO-evoked Fluo4 calcium flux; hits give low values; B-score at 10 µM; actives 0.39% (n = 300,000); AID 2247;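 active = B-score over 3 SD under the library average, no early fluorescence shift, positive overall ratio signal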
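material = TRPC4beta/mu-opioid receptor HEK293 cell line | probe or stimulus = sequential submaximal and maximal DAMGO stimulation | compound dosing = one concentration per compound | measured by = Fluo4 Ca2+ flux fluorescence | evaluation = integrated fluorescence ratio relative to baseline, converted to per-well B score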
TRPC6 activator: activators of mouse TRPC6 channel; Q61143; HEK293-TRPC6 membrane potential dye fluorescence; hits give high values; B-score at 10 µM; actives 0.13% (n = 310,000); AID 2550;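 active = B-score of the integrated fluorescence ratio above library mean plus 3 SD, and starting fluorescence ratio within library mean plus 5 SD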;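 note: higher score means more depolarization so channel activation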
TRPC6 inh: blocks the mouse TRPC6 cation channel; Q61143; HEK293-TRPC6, membrane potential dye, ACh-evoked depolarization; hits give low values; B-score at 10 µM; actives 1.1% (n = 310,000);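 active = B-score under library mean minus 3 SD, initial fluorescence not abnormally high, positive integrated signal ratio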;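 note: B-score derived from integrated fluorescence ratio over the kinetic read; more negative B-score means stronger inhibition of depolarization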
HIF activator: HIF pathway transcriptional activation | U2OS HRE-luciferase reporter, luminescence; normalized: DMSO 0%, desferrioxamine 100% | activation, % at 7.5 µM (by protocol) | actives 0.32% (n = 300,000) | AID 1910;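 active = mean activation of at least 10% of the iron chelator positive control signal, with at least half of replicates also reaching 10%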
aSyn UTR inh: MLPCN primary screen, SNCA 5' untranslated region | actives 0.82% (n = 300,000) | inhibition, % (tested at 7.5 µM) | alpha-synuclein 5'UTR reporter, inhibitor activity; in the data active = inhibition above about 60%;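 note: H4 neuroglioblastoma cells stably carrying SNCA 5'UTR luciferase fusion; 0% = DMSO wells and 100% = positive control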
TRPC4 PAM: allosteric potentiators of mouse TRPC4 channel; Q9QUQ5; HEK293 TRPC4beta/mu-opioid, DAMGO EC20, Fluo-4 Ca2+ flux; hits give high values; B-score at 10 µM; actives 0.42% (n = 310,000); AID 2227;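 active = B-score of calcium response area above 5 SD of library B-scores, with initial fluorescence ratio within 5 SD of library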;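 note: B-score of integrated fluorescence ratio over time as area under calcium response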
MrgX1 antagonist: antagonists of human MrgX1 receptor; Q96LB2; MRGX1-HEK293 calcium flux, Fluo-4, BAM8-22 antagonism; hits give low values; B-score at 10 µM; actives 1.3% (n = 310,000);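 active = calcium-response B-score plate-corrected more than 3 library SD below zero, starting fluorescence within 5 deviations, no agonist response on first addition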;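 note: peak minus trough fluorescence over baseline after final BAM8-22 challenge near maximal dose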
SKKanGAS inh: SKKanGAS growth inhibition; S. pyogenes SKKanGAS, kanamycin growth, BacTiter-Glo, 6 h; inhibition, % at 7.5 µM; actives 1.3% (n = 300,000);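 active = mean replicate score, as percent of positive control median, at least 50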;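 note: strain carries kanamycin resistance gene driven by streptokinase promoter and grows in 40 µg/ml kanamycin; loss of luminescence reflects streptokinase promoter inhibition or plain growth inhibition; 0% = median of DMSO wells and 100% = positive control at its reference dose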
Numbers without * were called inactive; i = inactive; / = no result given.

SMILES	KLF5 inhibitor	TRPC4 agonist	IEC-6 cytotox	TRPC4 block	TRPC6 activator	TRPC6 inh	HIF activator	aSyn UTR inh	TRPC4 PAM	MrgX1 antagonist	SKKanGAS inh
CCC12CN3CC(CC)(CN(C1)C3c1ccccc1Cl)C2O (stereo unspecified)	-2	i	2	i	i	i	0.1	18	i	i	-1
Cc1cc([N+](=O)[O-])nn1CC(=O)NNC(=S)Nc1ccc([N+](=O)[O-])cc1	-6	i	-1	i	i	i	-0.2	-14	i	i	1
CN1C(=O)C2CN(CCc3ccccc3)CNC2N(C)C1=O (stereo unspecified)	10	i	0	i	i	i	0.0	0	i	i	-1
COc1cc2c(cc1OC)C(C)N(C(=O)c1cccc([N+](=O)[O-])c1)CC2 (stereo unspecified)	-31	i	-8	i	i	i	-0.5	20	i	i	1
O=C(CN1C(=O)/C(=C\c2ccccc2Br)Oc2ccccc21)NCCCN1CCOCC1	-57	i	-8	i	i	i	-0.7	4	i	i	-12
CCOc1ccc(C(=O)CCC(=O)Nc2ncccc2O)cc1	/	i	/	i	i	i	0.6	-28	i	i	1
O=C(c1ccncc1)N1N=C2CCCCCC2C1(O)C(F)(F)F (stereo unspecified)	-25	i	1	i	i	i	0.0	18	i	i	-15
CCC(C)N(C(=O)COc1ccc(NC(C)=O)cc1)C1CCS(=O)(=O)C1 (stereo unspecified)	2	i	1	i	i	i	0.0	-7	i	i	0
COc1ccc(S(=O)(=O)N2CCC(n3cnc4ccccc43)CC2)cc1	-39	i	-7	i	i	i	0.2	-25	i	i	-1
O=C(CNCC1CCCCC1)Nc1ccc(N2CCCCC2)cc1	-17	i	-3	i	i	i	-0.5	-13	i	i	-4
CCOc1cc(CNn2cnnc2)cc(Br)c1OCC(=O)NC1CCCCC1	-10	i	2	i	i	i	-1.3	20	i	i	-3
C#CCNC(=O)C1=C[C@@H](C2CCCCC2)[C@H](CCCO)[C@@H](OCC)O1	6	i	6	i	i	i	-0.4	9	i	i	3
COc1cc(C2C(C#N)=C(N)OC3=C2C(=O)CC(C)(C)C3)cc([N+](=O)[O-])c1O (stereo unspecified)	-14	i	-2	i	i	i	0.3	-24	i	i	4
CCCCN(CC)S(=O)(=O)c1ccc(C(=O)N(CCCN(C)C)c2nc3cc(C)cc(C)c3s2)cc1	-46	i	0	i	i	i	0.8	17	i	i	-2
O=C(c1ccc(Br)cc1)N1CCC2(CC1)NCCc1[nH]cnc12	-24	i	4	i	i	i	-0.3	6	i	i	0
COc1ccc(C(c2nnnn2C(C)(C)C)N2CCN(c3nc4ccccc4s3)CC2)cc1 (stereo unspecified)	-7	i	-1	i	i	i	-0.6	-4	i	/	14
O=C(Cn1c(=O)oc2cc(S(=O)(=O)N3CCCCCC3)ccc21)NC1CCCCC1	/	i	/	i	i	i	-0.3	-10	i	i	-1
CCOc1cc(S(=O)(=O)NCCc2ccc(OC)c(OC)c2)c(OCC)cc1-n1cnnn1	-2	i	4	i	i	i	0.1	-3	i	i	0
O=C(NCCc1ccccc1)C1CCC(=O)N(Cc2ccc(Cl)cc2)C1 (stereo unspecified)	-7	i	2	i	i	i	-1.0	2	i	i	1
Cc1cc(NC(=O)CN2C(=O)NC(C)(c3ccc(OC(F)F)cc3)C2=O)no1 (stereo unspecified)	-6	i	2	i	i	i	-0.2	-16	i	i	-7
N#Cc1ccccc1OCc1nnc(-c2ccccc2Br)o1	-199	i	-4	i	i	i	2.4	-178	i	i	-4
Clc1ccc(-c2cc(CSc3ccccc3)on2)cc1	-57	i	5	i	i	i	3.1	-181	i	i	-5
O=C(NCC1CCCO1)c1cnc(Cl)c(Cl)c1 (stereo unspecified)	2	i	-2	i	i	i	0.0	-34	i	i	6
C/C(=N\NC(=O)CSCc1ccccc1Cl)c1cc(O)ccc1O	-3	i	-2	i	i	i	8.2	62*	i	i	2
COc1ccccc1N(CC(=O)NC1CCCCC1)C(=O)c1csnn1	-16	i	6	i	i	i	-0.7	-4	i	i	-5

Following part:
SMILES	KLF5 inhibitor	TRPC4 agonist	IEC-6 cytotox	TRPC4 block	TRPC6 activator	TRPC6 inh	HIF activator	aSyn UTR inh	TRPC4 PAM	MrgX1 antagonist	SKKanGAS inh
O=C(CN1CCCC1=O)NC1(C(F)(F)F)NC(=O)N(Cc2ccccc2)C1=O (stereo unspecified)	3	i	-2	i	i	i	0.0	-7	i	i	8
COc1ccc(S(=O)(=O)c2nnn(-c3cccc(Cl)c3)c2N)cc1	-7	i	-5	i	i	i	-0.2	-51	i	i	-6
COc1ccc(N2CS(=O)CC2=O)cc1 (stereo unspecified)	-32	i	0	i	i	i	-0.4	1	i	i	0
CN1C(=O)c2cccc3c(S(=O)(=O)Nc4ccccn4)ccc1c23	-43	i	10	i	i	i	0.1	-7	i	i	0
S=C(NCc1ccccc1)Nc1nccs1	-18	i	0	i	i	i	-0.9	8	i	i	-1
CC12CCC(=O)N1C(C(=O)Nc1nc(-c3cc(F)ccc3F)cs1)CS2 (stereo unspecified)	/	i	/	i	i	i	-0.3	-1	i	i	-7
Cc1ccccc1CS(=O)(=O)Cc1ccc(C(=O)NCc2ccco2)o1	-26	i	-3	i	i	i	0.3	7	i	i	2
Cn1c(CNC2CCCCC2)nc2ccccc21	-14	i	8	i	i	i	0.5	-13	i	i	-11
COc1ccc(C)cc1NC(=O)Nc1ccc2c(c1)CCC2	-29	i	-1	i	i	i	0.7	-35	i	i	-10
O=C(O)Cc1ccc(NC(=O)C2CCCCC2C(=O)O)cc1 (stereo unspecified)	-27	i	-2	i	i	i	0.3	23	i	i	-2
Cn1cc(Br)cc2nc(C(F)(F)F)nc1-2	-6	i	12	i	i	i	-0.4	7	i	i	0
COc1ccccc1/C=C1\SC(=S)N(CCC(=O)NCCCn2ccnc2)C1=O	8	i	3	i	i	i	0.4	31	i	i	-4
COc1ccc(NC2CC(=O)N(CCc3ccccc3)C2=O)cc1 (stereo unspecified)	-33	i	-2	i	i	i	0.6	-41	i	i	-2
CCc1ccc(NC2=CC(=O)CC(C)(C)C2)cc1	-25	i	1	i	i	i	0.1	-33	i	i	7
Cc1ccc(CSc2nc3nc(C)cc(C)c3c(=O)[nH]2)cc1	-12	i	-3	i	i	i	0.0	-15	i	i	20
CC(=O)N1N=C(c2ccc(C)o2)CC1c1cccc(F)c1 (stereo unspecified)	-21	i	4	i	i	i	0.3	19	i	i	-2
S=C(NCCc1ccccn1)Nc1ccc(Cl)cc1	-31	i	4	i	i	i	1.5	-50	i	i	-4
COc1ccccc1CNC(=O)C1CCCN(S(=O)(=O)c2cccs2)C1 (stereo unspecified)	-4	i	-2	i	i	i	-0.7	-6	i	i	5
CCC1CCc2c(sc(NC(C)=O)c2C#N)C1 (stereo unspecified)	-28	i	6	i	i	i	0.7	-26	i	i	1
Cc1ccccc1OCC(O)Cn1c(N2CCCCC2)nc2c1c(=O)[nH]c(=O)n2C (stereo unspecified)	-42	i	1	i	i	i	0.5	10	i	i	-3
O=C(O)CCCNC(=O)/C(=C\C=C\c1ccccc1)NC(=O)c1ccccc1Cl	0	i	-6	i	i	i	0.5	-15	i	i	-19
CCOC(=O)Cc1csc(NC(=O)c2c(O)c3ccccc3n(CC(C)C)c2=O)n1	-34	i	-4	i	i	i	-0.5	75*	i	i	18
CC(=O)c1c(C)nc2ccccc2c1N	6	i	0	i	i	-5.2*	-0.3	10	i	i	0
Cc1nc(-c2ccc([N+](=O)[O-])cc2)c(-c2ccccc2)o1	-25	i	3	i	i	i	0.2	18	i	i	-1
COc1ccc(NC(=O)c2cnc(C)cn2)c2ncccc12	-9	i	-3	i	i	i	-0.2	7	i	/	-1

The list goes on, overlapping the part above by 2 compounds.
SMILES	KLF5 inhibitor	TRPC4 agonist	IEC-6 cytotox	TRPC4 block	TRPC6 activator	TRPC6 inh	HIF activator	aSyn UTR inh	TRPC4 PAM	MrgX1 antagonist	SKKanGAS inh
Cc1nc(-c2ccc([N+](=O)[O-])cc2)c(-c2ccccc2)o1	-25	i	3	i	i	i	0.2	18	i	i	-1
COc1ccc(NC(=O)c2cnc(C)cn2)c2ncccc12	-9	i	-3	i	i	i	-0.2	7	i	/	-1
CN(C(=O)c1ccc2c(c1)C(=O)N(CCC1=CCCCC1)C2=O)C1CCCCC1	11	i	4	i	i	i	-0.4	-23	i	i	22
Cc1cccc(CN2CCC(C(=O)Nc3ccc(Oc4cccnc4)cc3)CC2)c1	-5	i	-2	i	i	i	-0.2	29	i	i	-1
Cc1noc(C)c1COC(=O)/C=C/c1ccccc1Cl	-13	i	0	i	i	i	0.1	-26	i	i	6
CCN(CC)C(=S)NC(=O)c1ccc(F)cc1	-14	i	4	i	i	i	-0.1	11	i	i	6
CCCCCC(=O)N1CC2(CC(c3cccc(NC(=O)COc4ccc(Cl)cc4)c3)=NO2)C[C@@H]1C(N)=O (stereo partly specified)	/	i	/	i	i	i	-4.0	-14	i	i	25
Cc1ccc2ncnc(-c3ccccc3)c2c1	0	i	4	i	i	i	-0.1	8	i	i	5
CCC(CC)C(=O)N(c1ccc(F)cc1)C1C=CS(=O)(=O)C1 (stereo unspecified)	11	i	-1	i	i	i	0.1	24	i	i	-2
COc1ccccc1CNC(=O)CN(c1ccc(C)cc1)S(=O)(=O)c1c(C)noc1C	-3	i	-11	i	i	i	-0.6	-18	i	i	7
CCn1c(SCC(=O)Nc2nc3ccc(C)cc3s2)nc2c(c1=O)SC(C)C2 (stereo unspecified)	-9	i	-4	i	i	i	0.1	25	i	i	19
CC(C)c1ccc(/C=C/C(=O)O)cc1	7	i	-2	i	i	i	/	5	i	i	-2
CCCc1ccc(-c2cc(C(=O)N3CCN(c4ccccn4)CC3)c3ccccc3n2)cc1	-39	i	11	i	i	i	2.0	-55	i	i	36
O=c1cc(O)nc[nH]1	0	i	-11	i	i	i	-0.3	17	i	i	-2
CSc1ccc(Cl)c(C(=O)NCCOc2cc(C)ccc2C(C)C)c1	1	i	1	i	i	i	-0.2	8	i	i	-5
CCc1ccc(NC(=O)CSc2ccccn2)cc1	-32	i	4	i	i	i	5.8	-74	i	i	0
COc1cc(/C=N/NC(=O)C(C)n2nnc3ccccc32)ccc1O (stereo unspecified)	6	i	3	i	i	i	0.3	5	i	i	-3
CCn1c(CNc2ccc(C)cc2)nnc1SCC(N)=O	-12	i	-6	i	i	i	1.2	-2	i	i	-6
Cn1c(SCC(N)=O)nnc1C1CCN(S(=O)(=O)c2ccccc2C(F)(F)F)CC1	5	i	-4	i	i	i	-0.7	5	i	i	4

Screens from PubChem BioAssay.
